Source: PubChem (National Center for Advancing Translational Sciences (NCATS))
Nrf2 activator – Nrf2 pathway activation; AREc32 ARE-luciferase reporter (MCF7-derived line), luminescence, 24 h; Potency, µM (top dose mostly 46.1 µM), without a hit: top-dose activation, most hits filed as activators; 410,000 tested, 0.31% active; AID 624171; also: potency is read from the fitted curve at half-maximal effect; % of control where 0% means no effect; nearly all actives have a fitted effect of over 65% in size
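Steps: seed AREc32_Fluc cells (1000/well, 5% FBS OPTI-MEM); incubate overnight at 37 deg C; add 23 nL compound; incubate 24 hr; add Steady-Glo; hold 30 min RT; read luminescence.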
TGFb SMAD3 inh – TGF-b pathway inhibition | AID 588855 | HepG2 CAGA-GFP TGF-b/SMAD3 reporter, GFP fluorescence, 18 h; TGF-beta stimulated, 500 pg/mL final | 410,000 tested, 1.2% active | Potency, µM (series often up to 46.1 µM), inactives show at the highest dose activity, negative = inhibition, usual class: inhibitors; also: potency is read from the fitted curve at half-maximal effect; % is scaled to controls: 0 for no effect and ±100 for the full control effect; nearly all actives have a fitted effect of over 65% in size
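Per well, imaged GFP fluorescence of HEPG2 CAGA-GFP cells gives the signal; cells get compound, then TGF-beta (500 pg/mL final), 18 h at 37 degrees C; %Activity versus -TGF-beta and +DMSO controls.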
CCT modulator – cytosolic chaperonin activity modulation | activity change, % (no concentration beside the values), hits read low | purified chaperonin ATPase assay, HTRF ADP detection, 30 min | 360,000 tested, 0.3% active; in the data active = activity change below about -30%; also: % is scaled to controls: 0 for no effect and ±100 for the full control effect
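ATPase activity: ADP formed was measured by HTRF Transcreener (665/615 nm ratio) after 30 min at 37 deg C with 10 uM ATP. Compounds screened at one 76 uM concentration against 40 or 20 nM TRiC in Tris pH 7.4/KCl/MgCl2/DTT buffer.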
EPAC2 antag – blocks human EPAC2 exchange factor; 360,000 tested, 0.18% active; Q8WZA2; EPAC2 GEF exchange of Rap1B-BODIPY-GDP, fluorescence; Potency, µM (highest dose often 114 µM), for the others: at the highest dose activity, negative = inhibition, most hits filed as inhibitors; also: potency is read from the fitted curve at half-maximal effect; % is scaled to controls: 0 for no effect and ±100 for the full control effect; nearly all actives have a fitted effect of over 45% in size; many of its hits are not listed in these tables
Target sequence (Q8WZA2 whole entry, looked up): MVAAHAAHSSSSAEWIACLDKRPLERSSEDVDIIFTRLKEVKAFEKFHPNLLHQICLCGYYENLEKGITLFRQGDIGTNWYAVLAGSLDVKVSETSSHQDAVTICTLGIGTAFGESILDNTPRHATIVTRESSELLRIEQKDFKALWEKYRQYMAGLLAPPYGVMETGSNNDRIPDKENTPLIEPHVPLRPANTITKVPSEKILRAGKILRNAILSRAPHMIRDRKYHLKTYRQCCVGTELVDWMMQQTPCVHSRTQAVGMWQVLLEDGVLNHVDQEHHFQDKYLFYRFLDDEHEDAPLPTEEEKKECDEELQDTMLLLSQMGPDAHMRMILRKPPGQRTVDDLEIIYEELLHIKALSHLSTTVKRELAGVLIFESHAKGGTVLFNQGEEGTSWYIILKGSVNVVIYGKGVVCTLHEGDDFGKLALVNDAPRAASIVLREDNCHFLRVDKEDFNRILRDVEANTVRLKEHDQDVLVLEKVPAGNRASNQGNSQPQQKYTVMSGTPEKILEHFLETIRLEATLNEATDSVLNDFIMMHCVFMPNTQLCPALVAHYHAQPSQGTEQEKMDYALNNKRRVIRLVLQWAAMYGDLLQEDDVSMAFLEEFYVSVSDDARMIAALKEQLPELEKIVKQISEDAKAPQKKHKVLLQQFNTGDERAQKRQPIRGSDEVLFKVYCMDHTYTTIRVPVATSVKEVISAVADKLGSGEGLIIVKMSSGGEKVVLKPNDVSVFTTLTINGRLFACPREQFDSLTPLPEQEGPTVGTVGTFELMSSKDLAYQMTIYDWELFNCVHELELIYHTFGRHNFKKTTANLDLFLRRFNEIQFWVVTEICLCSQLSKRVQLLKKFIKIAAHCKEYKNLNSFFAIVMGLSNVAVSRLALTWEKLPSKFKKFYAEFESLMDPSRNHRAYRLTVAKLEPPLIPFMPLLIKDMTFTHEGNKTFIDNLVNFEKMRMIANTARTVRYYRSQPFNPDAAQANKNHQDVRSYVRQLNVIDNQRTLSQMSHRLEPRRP
Akt phos inh – inhibitors of Akt phosphorylation; Neuro2A IGF-stimulated pAkt S473 HTRF, 20 min; hits give low values; activity change, % for hits at 50 µM; 360,000 tested, 0.32% active; in the data active = activity change below about -80%; inconclusive = mostly about -51% to -80%; also: % is scaled to controls: 0 for no effect and ±100 for the full control effect
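Single-point screen (50 µM final compound) in Neuro2A cells stimulated 20 min with 6 nM IGF at 37 deg C. After lysis, Ser473-phosphorylated Akt read by HTRF (ex 330 nm, em 615/665 nm) as the 665/615 ratio.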
EPAC2 agonist – EPAC2 (human) agonism; Q8WZA2; EPAC2 activation, biochemical qHTS; response scale: 100% = 6.5 mM cAMP response; Potency, µM (series often up to 154 µM), for the others: top-dose activation, hits mostly activators; 360,000 tested, 0.079% active; also: potency is read from the fitted curve at half-maximal effect; nearly all actives have a fitted effect of over 50% in size
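Nucleotide exchange monitored as fluorescence drop when BODIPY-GDP leaves Rap1B. Reaction: 100 nM EPAC2, 250 nM RAP1B-BODIPY-GDP, 50 uM GDP, room temperature, kinetic read over 30 min. Activity expressed relative to 6.5 mM cAMP.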
Nrf2 inh – inhibitors of Nrf2 signaling; A549 ARE-Fluc reporter, luciferase luminescence, 18-24 h; Potency, µM (series often up to 46 µM), without a hit: at the top dose activity change, negative = inhibition, most hits filed as inhibitors; 360,000 tested, 2.1% active; AID 504444; also: potency is read from the fitted curve at half-maximal effect; % is scaled to controls: 0 for no effect and ±100 for the full control effect; nearly all actives have a fitted effect of over 60% in size
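In this cell-based qHTS, ARE-driven firefly luciferase in A549 cells reports Nrf2 activity; the luminescent signal after BugLite lysis is the measured value, with a prior CellTiter-Fluor read for cell health.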
A549 tox – counter-screen for Nrf2 inhibitors: cytotoxicity in A549 cells | A549 ARE-Fluc cells, CellTiter-Fluor viability, 18-24 h | Potency, µM (doses to about 46 µM), for inactives: at the highest dose activity change, negative = cytotoxicity, most hits filed as inhibitors | 390,000 tested, 0.16% active | AID 504648; also: potency is read from the fitted curve at half-maximal effect; % is scaled to controls: 0 for no effect and ±100 for the full control effect
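A549 ARE_Fluc cells in 5% FBS OPTI-MEM were exposed to compounds in concentration-response for 18-24 h at 37 deg C. Viability was read by CellTiter-Fluor fluorescence (Ex 405/Em 525) after 30 min, before the luciferase read.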
Mm-Cpn inhibitor – M. maripaludis TRiC chaperonin inhibition | 330,000 tested, 0.031% active | purified Mm-Cpn ATPase, ADP Transcreener TR-FRET | Potency, µM (doses to about 76.9 µM), for the others: at the highest dose activity, negative = inhibition, hits mostly inhibitors; also: potency is read from the fitted curve at half-maximal effect; % is scaled to controls: 0 for no effect and ±100 for the full control effect; nearly all actives have a fitted effect of over 80% in size
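Purified archaeal chaperonin (25 nM final) was preincubated with compound for 10 min at 37°C, then ATP (10 uM final) was added for 30 min at 37°C in Tris pH 7.4/KCl/MgCl2/DTT buffer. ADP was quantified by HTRF Transcreener TR-FRET.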
Starred values were filed as active, the others as inactive; i = inactive; ? = inconclusive; / = no result given; & = joins results of further samples; [ ] = remark or other dose. Unless noted, calls follow the shape of the dose curve; as a rule, active = well fitted curve in the direction sought with a large enough effect; inconclusive = small, poorly fitted or top-dose-only effect, or another doubt; inactive = no such curve, though single readings can be large; an effect the other way counts as inactive or inconclusive. Only part of the results is shown, so the mix of outcomes need not match the whole.

SMILES | Nrf2 activator | TGFb SMAD3 inh | CCT modulator | EPAC2 antag | Akt phos inh | EPAC2 agonist | Nrf2 inh | A549 tox | Mm-Cpn inhibitor
O=C(C(=O)N1CCCC1)c1c(-c2ccccc2)[nH]c2ccccc12 | -0.5% | ? | -1.4 | 12% | i | -3% | -1% | -8% | 1%
Cc1ccc(NC2=NCC(=O)N2Cc2cccs2)cc1C | 4.9% | 9% | 0.3 | -6% | i | -4% | 14% | -7% | -2%
COc1ccc([N+](=O)[O-])cc1NC(=O)N(C)Cc1ccco1 | -0.6% | -12% | -1.1 | -11% | i | 3% | -20% | 1% | 0%
CCN1C/C(=C/c2cccs2)c2nc3ccccc3c(C(=O)O)c2C1 | -0.2% | 3% | 0.6 | 5% | i | 6% | 1% | -2% | 1%
CCCCCOc1ccc(Br)cc1CSC(=N)N | -4.5% | ? | -3.6 | 14% | i | 3% | ? | -6% | 1%
CCN(C(=O)CN1C(=O)NC2(CCCC2)C1=O)c1nc2c(C)cccc2s1 | 0.7% | -5% | 0.9 | -25% | i | 5% | / | / | /
O=C(NCc1cccc(Cl)c1)c1ccc(CS(=O)Cc2ccccc2Cl)o1 (stereo not given) | -0.5%&-0.4% | ? | 0.9 | -6% | i | 2% | -3%&2% | -7%&-2% | -5%
CSc1c(-c2ccccc2)nc2ccccc2c1C(=O)O | 0.0% | -6% | -1.6 | -6% | i | 8% | ? | 7% | 0%
Cc1nc2c(c(=O)c3ccccc3n2C)c(=O)n1-c1ccc(F)cc1 | 3.0% | -2% | 0.9 | 13% | i | 5% | 7% | 3% | 2%
CCOc1ccc(NC(=O)Cn2c(=O)cc(C)c3c(C)nn(C)c32)cc1 | 1.3% | 1% | / | / | / | / | 13µM* | 0% | /
Cc1ccccc1OCC(=O)NCC(=O)OCC(=O)c1ccc2ccccc2c1 | 0.0% | -3%&-5% | 0.3 | 2% | i | 11% | 6%&24% | 8%&-4% | -9%
COc1ccc(NC(=O)C(C)Sc2ccccc2)cc1 (stereo not given) | 3.6% | ? | 0.2 | 9% | i | -26% | ? | -2% | 3%
Cc1cccc(OCC(=O)Nc2nnc(S(=O)(=O)N3CCCCC3)s2)c1 | -1.6% | 3% | 0.7 | 14% | i | 0% | -16% | -6% | -1%
COc1cc(C(F)(F)F)ccc1C(=O)NCCc1ccco1 | 3.3% | -6% | -1.5 | -5% | i | -2% | ? | 12% | 0%
O=c1cnnc(SCc2ccc([N+](=O)[O-])cc2)[nH]1 | -0.1% | 6% | 2.7 | ? | i | 6% | -1% | 1% | -1%

Reprinted at random: 3 compounds from above.
SMILES | Nrf2 activator | TGFb SMAD3 inh | CCT modulator | EPAC2 antag | Akt phos inh | EPAC2 agonist | Nrf2 inh | A549 tox | Mm-Cpn inhibitor
CSc1c(-c2ccccc2)nc2ccccc2c1C(=O)O | 0.0% | -6% | -1.6 | -6% | i | 8% | ? | 7% | 0%
COc1ccc(NC(=O)C(C)Sc2ccccc2)cc1 (stereo not given) | 3.6% | ? | 0.2 | 9% | i | -26% | ? | -2% | 3%
O=c1cnnc(SCc2ccc([N+](=O)[O-])cc2)[nH]1 | -0.1% | 6% | 2.7 | ? | i | 6% | -1% | 1% | -1%

Further records follow:
SMILES | Nrf2 activator | TGFb SMAD3 inh | CCT modulator | EPAC2 antag | Akt phos inh | EPAC2 agonist | Nrf2 inh | A549 tox | Mm-Cpn inhibitor
COC(=O)c1c(NC(=O)c2ccccc2N(C)S(=O)(=O)c2ccccc2)sc2c1CCCC2 | -0.7% | 12% | 2.2 | -2% | i | 5% | ? | ? | 1%
c1cncc(CSc2ccc(-c3ccc4c(c3)OCO4)nn2)c1 | 1.7% | -26% | -1.5 | -3% | i | 2% | ? | -9% | 3%
CCc1cccc(NC(=O)C2CCCN2C(=O)Nc2ccc(C)cc2)c1 (stereo not given) | -0.3% | -5% | -0.2 | 6% | i | -5% | -7% | -9% | 0%
CCOC(=O)Cc1c(C)nc2c(-c3ccccc3)c(C)nn2c1C | 0.3% | -16% | -0.2 | -4% | i | 7% | -12% | 1% | 1%
COc1ccc(S(=O)(=O)NCCS(=O)(=O)N2CCN(c3ccccc3)CC2)cc1 | -0.2% | 2% | 0.1 | -3% | i | -3% | -4% | 1% | -4%
O=C(CSc1nnc(-c2ccc(C(F)(F)F)cn2)o1)Nc1ccccc1Cl | 1.8% | 1% | -5.2 | -10% | i | 8% | ? | 4% | -1%
Cc1ccc(S(=O)(=O)N2CCN3CCCC3C2)cc1 (stereo not given) | 4.8% | ? | -1.6 | -1% | i | 2% | -17% | 14% | 4%
COc1cccc(C2(c3cccc(OC)c3)CC2C(=O)Nc2ccccc2Cl)c1 (stereo not given) | 0.0% | -23% | -1.3 | 4% | i | 15% | -20% | -15% | -14%
CN1CCN(c2ccc(NC(=O)C(C)(c3ccccc3)c3ccccc3)cc2)CC1 | 3.7% | -3% | 0.1 | 0% | i | 11% | 4% | 1% | -2%
CCCCCC(=O)N(CN1C(=O)CCC1=O)c1ccccc1 | -0.5% | -10% | 1.0 | 11% | i | -3% | 15% | -3% | 0%
O=C1C2C(C(=O)N1CC1CCCO1)C1C=CC2C12CC2 (stereo not given) | 0.6% | 18% | -2.3 | 8% | i | 2% | 18% | -8% | /
O=C(NNC(=O)C1CCN(S(=O)(=O)c2c(Cl)cccc2Cl)CC1)c1ccccc1O | 1.6% | -19% | 1.4 | -7% | i | -8% | ? | 0% | 1%
COc1ccccc1CCNC(=O)Cn1ccc2cc(S(=O)(=O)N3CCCCCC3)ccc21 | 4.6% | -18% | / | / | / | / | -13% | -2% | /
Cc1cc(C(=O)CSc2nn3c(=O)c(C(C)(C)C)nnc3s2)c(C)n1C1CC1 | ? | -12% | -1.0 | 9% | i | -7% | ? | 6% | -2%
O=C(CCN1CCCO1)N1CCCC(N2CCN(c3cccc(C(F)(F)F)c3)CC2)C1 (stereo not given) | -1.1% | -19% | -0.3 | -1% | i | 11% | 0% | 4% | -3%
O=C(CSc1ccc2nnc(-c3ccncc3)n2n1)Nc1ccc2c(c1)OCCO2 | 5.9% | -2% | -1.7 | 13% | i | 13% | -11% | -3% | 1%
CN(Cc1ccccc1)S(=O)(=O)c1csc(C(N)=O)c1 | -0.9% | 6% | -0.1 | 6% | i | -7% | 0% | -11% | 2%
COCCCNC(=O)CNC(=S)N(Cc1cc(OC)c(OC)c(OC)c1)C1CCCC1 | -0.7% | 9% | -0.7 | 0% | i | 1% | -13% | -8% | 1%
COc1ccc2[nH]c(=O)c(CN(C(=O)c3cccnc3)c3ccccc3C)cc2c1 | -0.1% | 5% | -0.9 | -2% | i | 9% | ? | 1% | -2%
Cc1nn(Cc2ccc(F)cc2Cl)c(C)c1[N+](=O)[O-] | -0.6% | -3% | -3.7 | -10% | i | 6% | -23% | 16% | 1%
Cc1ccc(Cn2ncc3c(N4CCN(c5ccccc5C)CC4)ncnc32)cc1 | -0.6% | ? | -6.1 | 1% | i | -5% | 21µM* | ? | 0%
CCCN1CCC(NC(=O)Cc2ccc(C)cc2)CC1 | -0.2%[9.22 µM] | 2% | 1.5 | -8% | i | -3% | -1% | -1% | -4%
N/C(=N\OC(=O)COc1cc(Cl)c(Cl)cc1Cl)c1ccncc1 | -0.5%[9.22 µM] | 25% | 0.0 | 4% | i | 6% | 19% | 3% | 0%
CC1(c2nnc(-c3ccccc3)o2)CC(c2cccnc2)=NO1 (stereo not given) | 0.3% | -6% | -3.1 | 1% | i | 6% | 10% | 0% | 2%
O=C(O)CC(NS(=O)(=O)c1cccc2nsnc12)c1ccc(F)cc1 (stereo not given) | 0.0% | -5% | 0.6 | 5% | i | -7% | 2% | 4% | -1%
CN(C)CCCNC1CS(=O)(=O)CC1O (stereo not given) | 0.2% | 0% | 0.7 | -1% | i | 12% | 9% | 3% | 0%
Cc1ccc(S(=O)(=O)NNC(=O)CCC(=O)Nc2ccccc2Cl)cc1 | 0.2% | -12% | -4.1 | 4% | i | 7% | 7% | 2% | -1%
COc1ccc(CCNC(=O)CN2CCN(c3cccc(C(F)(F)F)c3)CC2)cc1 | 2.2% | -9% | -2.5 | -25% | / | -1% | ? | -16% | -3%
CCOc1ccccc1NCN1C(=O)c2ccccc2C1=O | 2.7% | 7% | 1.5 | -6% | i | -2% | / | / | /
CC(=O)Nc1ccc(S(=O)(=O)Nc2nc(C)nc3sc4c(c23)CCC4)cc1 | 1.2% | -3% | -2.0 | -2% | i | 13% | 0% | 0% | 1%
O=C(C[n+]1ccccc1)c1ccc(NC(=O)c2ccccc2)cc1 | -0.9% | 13% | 0.1 | 6% | i | 9% | 3% | 1% | -5%
CC(C)Nc1nc(Cl)nc(N(C#N)CN2C(=O)c3ccccc3S2(=O)=O)n1 | 17% | ? | 2.7 | 9% | i | 2% | -8% | -5% | -1%
Cc1ccc(C)c(NC(=S)N2CCC(C(=O)c3ccc(F)cc3)CC2)c1 | -0.2% | -24% | 0.1 | 5% | i | 10% | / | / | /
COc1ccc(N(CC(=O)N2CCCC(C)C2)S(=O)(=O)c2c(C)nn(C)c2C)cc1 (stereo not given) | -0.6% | -3% | -2.2 | -5% | i | 7% | 1% | -12% | 1%
O=C(Cc1cccc2ccccc12)NC(NC(=S)Nc1ccccc1Cl)C(Cl)(Cl)Cl (stereo not given) | -0.9% | ? | 1.8 | 7% | i | 5% | -30% | ? | -16%
Cc1ccc(CN2C(=O)c3ccccc3C2C(=O)NC2CCCCCC2)cc1 (stereo not given) | -0.6% | 0% | / | / | / | / | -2% | -15% | /
CCCCC[C@@H](C)N1C[C@@H](COCc2ccccc2)Oc2cc(N3CC[C@@H](O)C3)ccc2S1(=O)=O | 1.1% | / | 1.4 | ? | i | -3% | / | / | /
